Source: PubChem BioAssay (Broad Institute)
PglD inh: C. jejuni PglD acetyltransferase inhibitors, primary screen, biochemical, DTNB colorimetric, single point | purified PglD enzyme, DTNB colorimetric CoA detection | UDP-N-acetylbacillosamine N-acetyltransferase PglD (Campylobacter jejuni) | 360,000 compounds, 0.098% hits | inhibition, % at 12.5 µM; in the data active means inhibition above about 16%, passing the limit was not always enough; inconclusive means no clear call, values can overlap the other calls; further: strong numbers were not always called active
FN deposition inh: inhibitors of fibronectin matrix deposition, primary screen, AH1F cells, Alexa488-fibronectin fluorescence, plate reader; AH1F fibroblasts, overnight; 350,000 compounds, 0.086% hits; inhibition, % at 12.6 µM;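 active means mean inhibition across replicates of 30% or more, regardless of how many single replicates reach that level; inconclusive means mean under 30% yet at least half of replicates reach 30%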;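 further: positive control wells lacked labelled fibronectin entirely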
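Material: AH1F fibroblast monolayer depositing Alexa488-labelled fibronectin into matrix | Input: 10000 AH1F cells/well | Medium: DMEM plus 2% serum, read in PBS | Reagent: Alexa488-fibronectin, 24 nM final in well | Compound dosing: One dose per compound, pinned | Schedule: 1 h adhesion, overnight exposure | Measured by: Fluorescence at 485 nm excitation, 525 nm emission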
PGC1a acetyl inh: inhibitors of PGC1a acetylation signal, primary screen, cell-based, U2OS, AlphaScreen, inhibitor mode. 350,000 compounds, 0.17% hits. AID 651687, 2012. AlphaScreen anti-acetyl-lysine; with virally co-expressed GCN5 acetyltransferase. inhibition, % at 15.6 µM;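 active means every replicate shows inhibition of at least 40%; inconclusive means mean inhibition at least 40% but some replicate below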;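 further: 0% = neutral control wells and 100% = positive control wells; some results beyond the cut were filed as inactive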
* marks the source's active call; other numbers are inactive results; u = inconclusive.

SMILES,PglD inh,FN deposition inh,PGC1a acetyl inh
COc1ccc(NC(=O)c2oc3ccccc3c2NC(=O)COc2ccccc2OC)c(OC)c1,-8,1,9
COc1ccccc1CNC(=O)CCCN1C(=O)COc2ccc(C)cc21,-2,1,-46
COc1cc(NC(=O)c2ccco2)c(C(=O)OCC(=O)Nc2ncc(Cl)cc2Cl)cc1OC,6,2,-2
CCOC(=O)c1[nH]c(Cc2[nH]c(C(=O)OCC)c(C)c2CCC(=O)OC)c(CCC(=O)OC)c1C,-1,-7,4
COC(=O)C1=C(CSc2nncn2C)NC(=O)NC1c1ccc(F)cc1 (configuration not stated),2,-3,-3
Cc1cccc(N(C)C(=O)c2coc(=O)c3ccccc23)c1,-4,-21,12
Cc1ccc(OCc2nc(C#N)c(NCc3ccc4c(c3)OCO4)o2)cc1,4,6,-5
CC1CCCCN1C(=O)c1cc2nc(-c3ccccc3)cc(-c3ccccc3)n2n1 (configuration not stated),8,-16,-7
CCOc1ccc2c(c1)sc1nc(C(=O)OC)cc(=O)n12,-7,-2,-8
COC(=O)CCc1nc2ccccc2[nH]c1=O,1,1,-5
C#CCSc1nc(Cc2ccc(Cl)cc2)nc2ccccc12,-12,8,1
CCn1c(SCC(=O)Nc2nc(-c3ccccc3)cs2)nnc1-c1ccccc1,3,-12,-6
Nc1ccccc1-c1nnc(-c2ccc(-c3ccccc3)cc2)o1,-2,1,9
CCOc1ccc(NC(=O)C2CC(=O)N3CCCN=C3S2)cc1 (configuration not stated),-1,-10,2
CCCCCCCC(=O)N/N=C(\C)c1cccnc1,-3,2,-3
CCn1c(=O)cc(OCC(=O)NCCCN2CC(C)CC(C)C2)c2ccccc21 (configuration not stated),3,-23,-22
CCOc1ccc2c(c1)c1nnc(SCC(=O)N3CCC(C)CC3)nc1n2C,5,0,4
COC(=O)C(CC(C)C)NC(=O)C(N)Cc1ccccc1 (configuration not stated),-4,0,-4
CCOC(=O)c1cccc(N2C(=O)C3C(C(=O)NC4CC4)C4(C)C=CC3(O4)C2C(=O)NC(C)(C)C)c1 (configuration not stated),4,-1,8
CCCCC(=O)N/N=C(\C)CC(=O)Nc1cc(Cl)ccc1OC,7,-7,3
CC1(C)NC(=O)N(CC(O)CN2C(=O)CCC2=O)C1=O (configuration not stated),-4,0,-15
Oc1ccccc1OCc1nc2ccccc2s1,4,20,-11
CCOc1ccc2nc3ccc4[nH]onc4c3c2c1,0,0,-21
COC(=O)c1ccccc1NC(=O)CN(c1cc(OC)ccc1OC)S(C)(=O)=O,2,8,-5
O=C1CCCCCC1C1(O)C(=O)Nc2ccc(Br)cc21 (configuration not stated),1,-1,8
CCOC(=O)NC(NC(=S)Nc1ccccc1[N+](=O)[O-])C(Cl)(Cl)Cl (configuration not stated),1,1,2
COc1ccccc1C(=O)N1CCN(S(=O)(=O)Cc2ccccc2)CC1,-5,-2,7
CC(C)CCn1nnnc1C(c1ccccc1F)N1CCC(C(N)=O)CC1 (configuration not stated),-4,2,-6
COc1cccc(C(=O)NCC2CCN(c3ccc(S(=O)(=O)N4CCOCC4)cc3)CC2)c1,2,13,-3
CC1(C)Cc2[nH]c(=S)c(C#N)cc2CO1,2,4,-5

Entries listed so far containing an aryl methoxy group (seven):
SMILES,PglD inh,FN deposition inh,PGC1a acetyl inh
COc1ccc(NC(=O)c2oc3ccccc3c2NC(=O)COc2ccccc2OC)c(OC)c1,-8,1,9
COc1ccccc1CNC(=O)CCCN1C(=O)COc2ccc(C)cc21,-2,1,-46
COc1cc(NC(=O)c2ccco2)c(C(=O)OCC(=O)Nc2ncc(Cl)cc2Cl)cc1OC,6,2,-2
CCCCC(=O)N/N=C(\C)CC(=O)Nc1cc(Cl)ccc1OC,7,-7,3
COC(=O)c1ccccc1NC(=O)CN(c1cc(OC)ccc1OC)S(C)(=O)=O,2,8,-5
COc1ccccc1C(=O)N1CCN(S(=O)(=O)Cc2ccccc2)CC1,-5,-2,7
COc1cccc(C(=O)NCC2CCN(c3ccc(S(=O)(=O)N4CCOCC4)cc3)CC2)c1,2,13,-3

Carrying on.
SMILES,PglD inh,FN deposition inh,PGC1a acetyl inh
CCOc1cc(C(c2c(C)[nH][nH]c2=O)c2c(C)[nH][nH]c2=O)ccc1OC(=O)c1cccc([N+](=O)[O-])c1,5,-10,11
O=C(CN1CCN(c2ccccn2)CC1)NCc1cccs1,-9,1,5
COc1ccc2c(=O)c(-c3ccccc3)c(C)oc2c1,6,0,-3
CCCCC(=O)C1=C(N2CCCC2)CC(C)(C)CC1=O,-10,-10,-9
Cc1cc(C)c(NC(=O)CSc2nnc(-c3ccco3)n2N)c(C)c1,3,8,4
N#Cc1nc(-c2cccc(Cl)c2)oc1NCc1cccnc1,-7,-1,-7
COc1ccc(S(=O)(=O)NCCCCNS(=O)(=O)c2ccc(OC)cc2)cc1,1,2,-23
O=C(O)C1C2C=CC(C2)C1C(=O)Nc1cccc(F)c1 (configuration not stated),-7,-1,13
O=C(NC(NNc1ccc([N+](=O)[O-])cc1)(C(F)(F)F)C(F)(F)F)c1ccccc1Cl,-1,5,-25
COC(=O)c1cc(OC)c(OC)cc1NC(=O)c1ccc(C)cc1,0,-7,10
CC1(C)Oc2ccc(C(=O)NC3CCCC3)cc2N(CC(=O)N2CCOCC2)C1=O,-4,7,-3
CN1CCN(c2nc(-c3ccccn3)nc3ccccc23)CC1,2,4,11
CCOC(=O)c1oc2cccc(O)c2c1CN(Cc1ccccc1)C(C)=O,4,2,-2
CCCCOc1ccccc1NC(=O)Cn1c(-c2nonc2N)nc2ccccc21,-6,18,-31
COc1ccccc1N1CCN(C(=O)c2ccncc2)CC1,0,2,7
CCOCC(=O)Nc1c(C(=O)Nc2ccc(OC)cc2OC)oc2ccccc12,1,6,-11
COCCOC(=O)c1c(C)nc(SCC(=O)Nc2cccc3ccccc23)c(C#N)c1-c1ccco1,-2,-16,-3
COc1cccc(OC)c1C(=O)Nc1ccccc1N1CCCC1,-3,-19,10
CCOC(=O)C1CCN(Cc2ccc(N(C)C)cc2)CC1,-6,7,10
O=C(c1cn(-c2ccccc2)nc1-c1ccc(F)cc1)N1CCOCC1,-5,1,1
COc1ccc(C2(C(=O)NCCN3CCOCC3)CCOCC2)cc1,3,3,5
Cn1c(=O)c2c(nc(SCc3cccnc3)n2Cc2ccccc2)n(C)c1=O,5,8,5
CCOC(=O)N1CCN(S(=O)(=O)c2ccc(C(=O)Nc3ccc(F)cc3F)cc2)CC1,1,23,-2
O=C(O)CCCC(=O)NCCc1ccncc1,3,14,-9
Cc1cc(NC(=O)COC(=O)c2cccc(S(=O)(=O)N3CCOCC3)c2)no1,2,5,2
CSc1ccccc1NC(=O)c1ccoc1C,-1,5,9
CCOC(=O)c1c(NC(=O)c2cccc(N3C(=O)CCC3=O)c2)sc(C)c1C,1,-12,2
Cc1ccc(C(=O)Cn2c(N3CCOCC3)nc3c2c(=O)n(C)c(=O)n3C)cc1,3,-14,-1
O=C(O)c1ccccc1NC(=O)C1CCCO1 (configuration not stated),-8,-8,-8
COc1cc(C(=O)N(CCCO)Cc2cc3ccc(C)c(C)c3[nH]c2=O)cc(OC)c1OC,3,-19,-1
C/C(Cl)=C/CN1C(=O)C2C3C=CC(C3)C2C1=O (configuration not stated),-2,5,-1
O=C(CCn1nnc2ccccc21)Nc1nnc(COc2ccc(F)cc2)s1,-2,-17,5
O=C(NCCCN1CCCC1=O)c1cccnc1,2,-5,3
COc1ccc(-n2nc(C(=O)NCC(=O)NCC3CCCO3)c3ccccc3c2=O)cc1 (configuration not stated),-5,-5,-1
C/C(=N\NC(=O)C1CC1c1ccccc1)c1ccc(C)s1 (configuration not stated),0,11,-2
CCCCNCc1cc(Br)c(OCC(=O)N2CCOCC2)c(OC)c1,-6,4,5
CCC1CCCCN1CCNC(=O)CCS(=O)(=O)c1ccc(Br)cc1 (configuration not stated),-18,6,-15
CCOC(=O)N1CCN(C(=O)CN(Cc2ccc(Cl)cc2)S(=O)(=O)c2ccccc2)CC1,-5,3,1
Clc1ccc(-n2c(SC/C=C/c3ccccc3)nnc2-c2cccnc2)cc1,-3,-2,-5
Cc1nc(=O)c(-c2ccccc2)c(C)n1-c1ccc(C(=O)O)cc1,-2,-2,0
CC(C)(C)NC(=O)CSc1ncnc2c1nnn2Cc1ccccc1Cl,-5,-19,28
c1ccc2[nH]c(CN3CCOCC3)nc2c1,1,-7,-3
Cc1ccc(S(=O)(=O)NCCNC(=O)N2CCOCC2)cc1,-4,-1,-1
CNC(=O)NC1CCCc2ccccc21 (configuration not stated),3,4,20
CN(C)c1ccc(CNCCC2(O)CCOC(C)(C)C2)cc1 (configuration not stated),2,-4,0
O=C(O)C1CC=CCC1C(=O)N1CCN(c2nc(-c3ccccc3Cl)c3cc(Br)ccc3n2)CC1 (configuration not stated),6,4,-8
COc1ccc(-c2cc3nc(C)c(CCC(=O)NCc4ccco4)c(C)n3n2)c(OC)c1,-3,-5,-12
COc1cc(C)nc(Nc2nc(C)c(C(C)=O)s2)n1,0,-9,-7
CCOC(=O)c1c(C)noc1CP(=O)(c1ccccc1)c1ccccc1,4,-5,-1
CCCc1cc(=O)oc2cc(C)cc(O)c12,6,12,u
COc1ccc(C2C(C(N)=O)=C(C)Nc3nc(-c4cccc(Cl)c4)nn32)cc1OC (configuration not stated),3,28,-4
COC(=O)c1ccccc1Nc1ccccc1,-6,10,-3
CCOC(=O)c1ccc(N=C2C(=S)N(c3ccc(C(=O)OCC)cc3)C(=N)N2/N=C/c2ccccc2)cc1,0,-8,-3
CCOC(=O)COn1c(=O)c[n+]([O-])c2ccccc21,2,-5,-12
COc1cc(C)c(Cl)c(C)c1S(=O)(=O)NCc1cccnc1,-1,-1,-3
Cc1nnc(NC(=O)c2ccc(Br)cc2)s1,-1,5,-1
N#Cc1ccccc1NC(=O)CSc1nccn1CCc1ccccc1,-1,-9,-7
CC(=O)c1c[nH]c(C(=O)NCC2CCCO2)c1 (configuration not stated),0,6,2
CC(=O)NCC(=O)N(c1ccccc1)C1(C(=O)NC2CCCCC2)CCCCC1,3,3,4
CCC1(C)N(O)C(C)(C)C(c2ccc(OC)cc2)=[N+]1[O-] (configuration not stated),0,-4,-10

(cont.)
| structure | PglD inh | FN deposition inh | PGC1a acetyl inh |
| --- | --- | --- | --- |
| CCNc1nc(NCC)nc(OCCOC(=O)c2ccccc2)n1 | 1 | 7 | 7 |
| CCOC(=O)N1CCN(S(=O)(=O)c2cc(OCC)ccc2OCC)CC1 | -1 | 5 | -7 |
| COC(=O)[C@H](C)NC(=O)NC1CCN(Cc2ccccc2)CC1 | 0 | 14 | 4 |
| O=C1CCC(=O)N1c1nc2n(n1)C(c1ccccc1)C=C(c1ccc(Br)cc1)N2 (configuration not stated) | -3 | -7 | -11 |
| O=C1CC2CS(=O)(=O)CC2N1c1ccc(Cl)cc1Cl (configuration not stated) | -6 | -28 | u |
| CC(C)(C)c1[nH]nc2c1C(C1C=CCCC1)C(C#N)=C(N)O2 (configuration not stated) | 0 | -2 | 4 |
| Cc1ccc(S(=O)(=O)N(C)CC(=O)Nc2cccc(C)n2)cc1 | 2 | 2 | -15 |
| Cc1cc(C(=O)O)c(CCCN)s1 | 1 | -3 | -2 |
| CCN(CC)C(=O)c1ccc2c(=O)n(CCOC)c(=S)[nH]c2c1 | -1 | 0 | 9 |
| CCN=c1scc(-c2ccco2)n1/N=C/c1ccc(O)cc1 | -2 | -8 | -1 |
| CS(=O)(=O)NCCSCc1ccc(Cl)cc1 | 1 | 8 | 5 |
| Cc1cc(C)c2nc(C(F)(F)F)nc(NCCCN3CCCC3=O)c2c1 | -2 | -16 | -3 |
| CCNC(=O)n1nccc1C(C)Oc1cccc(C(F)(F)F)c1 (configuration not stated) | 7 | 8 | 5 |
| CC(=O)c1ccccc1NS(=O)(=O)c1c(C)nn(-c2ccccc2)c1C | 3 | -1 | 0 |
| COc1ccc(/C(O)=C2/C(=O)C(=O)N(CCN(C)C)C2c2ccc(F)cc2)cc1Cl (configuration not stated) | -1 | 6 | 7 |

Random excerpt: two records from the list.
| structure | PglD inh | FN deposition inh | PGC1a acetyl inh |
| --- | --- | --- | --- |
| CCNc1nc(NCC)nc(OCCOC(=O)c2ccccc2)n1 | 1 | 7 | 7 |
| CS(=O)(=O)NCCSCc1ccc(Cl)cc1 | 1 | 8 | 5 |

The list continues:
| structure | PglD inh | FN deposition inh | PGC1a acetyl inh |
| --- | --- | --- | --- |
| FC(F)(F)c1ccc(/C=N/N2CCN(Cc3cccc4ccccc34)CC2)cc1 | 5 | 3 | 1 |
| CCCCN(CC)CCNC(=O)Cn1cnc2sc(C)c(S(=O)(=O)N3CCOCC3)c2c1=O | 1 | 16 | 5 |
| COc1cccc(OCCOc2cccc(/C=N/n3cnnc3)c2)c1 | -5 | -1 | 5 |
| CC(C)COc1ccc(-c2nnn(CC(=O)N3CCCC3)n2)cc1 | 6 | 0 | 4 |
| COc1ccc(/C=N/O)cc1COc1ccc(NC(C)=O)cc1 | -5 | 10 | 0 |

Some of the compounds tested (hit frequency here may not be typical).
